Assay outcomes: PubChem BioAssay, several laboratories
SIAH1 antagonists: blockers of Siah-1 interaction with plectin peptide – biochemical, fluorescence polarization, rhodamine-plectin, uHTS, primary screen (AID 1817). Siah-1 / rhodamine-plectin peptide fluorescence polarization; higher % means a stronger effect. displacement, % at 20 µM, or IC50 in µM where a hit was titrated. 290,000 tested, 0.02% active;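 active means displacement of at least 50% at 20 µM, with a fluorescence ratio check between 0.3 and a set limit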;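 further: plate controls were Siah plus tracer with DMSO for no effect and tracer alone without Siah for full effect; strong numbers were not always called active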
NTR1 ag: NTR1-driven beta-arrestin-GFP spot formation – imaging, U2OS cells, high content, primary screen (AID 493036); P30989; agonist mode; activation, % at 20 µM; 330,000 tested, 0.17% active;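 active means activation at or above 40% of the spot to cytoplasm intensity ratio, with at least 20 cells analyzed; inconclusive means wells under 20 cells, flagged as cytotoxic or low count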;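 further: 0% = DMSO without peptide and 100% = 100 nM NTR1 peptide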
Target sequence (P30989 whole entry, looked up): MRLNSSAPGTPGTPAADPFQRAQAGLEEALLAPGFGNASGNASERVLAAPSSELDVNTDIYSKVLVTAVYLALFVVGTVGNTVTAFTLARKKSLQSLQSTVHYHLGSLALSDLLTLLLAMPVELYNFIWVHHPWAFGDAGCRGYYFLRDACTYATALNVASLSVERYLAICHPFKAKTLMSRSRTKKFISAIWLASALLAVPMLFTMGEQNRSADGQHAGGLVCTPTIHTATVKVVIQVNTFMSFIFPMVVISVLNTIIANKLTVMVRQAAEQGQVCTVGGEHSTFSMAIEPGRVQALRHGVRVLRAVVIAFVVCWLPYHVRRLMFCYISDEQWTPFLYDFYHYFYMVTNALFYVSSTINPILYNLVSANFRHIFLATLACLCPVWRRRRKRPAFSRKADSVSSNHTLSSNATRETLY
GPR55 LPI antagonism: GPR55 antagonists blocking LPI-driven arrestin recruitment, primary screen, imaging, U2OS, beta-arrestin-GFP, LPI agonist (AID 2013). U2OS GPR55 beta-arrestin-GFP translocation imaging, LPI antagonism; higher % means a stronger effect. inhibition, % at 10 µM, or IC50 in µM where a hit was titrated. 290,000 tested, 0.13% active;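 active means spots per cell inhibited over 60%, with over 100 cells counted and total cytoplasm intensity under 500,000; inconclusive means wells with under 100 cells, flagged as likely toxic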;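 further: U2OS cells stably carrying GPR55 and arrestin-GFP stimulated by 5 µM LPI near EC80; imaged beta-arrestin-GFP aggregate spots per cell after agonist stimulation; plate controls were LPI-stimulated DMSO wells for no effect and DMSO wells without LPI for full effect; some results filed as inactive read as strong as hits; confirmed hits need IC50 under 10 µM and bright autofluorescent wells are also inconclusive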
GPR35 antagonists: inhibition of zaprinast-stimulated GPR35 beta-arrestin translocation – imaging, U2OS, beta-arrestin-GFP, zaprinast agonist, primary screen (AID 2058) | one-dose inhibition, % at 10 µM; IC50 in µM for titrated hits | U2OS GPR35 beta-arrestin-GFP translocation imaging, zaprinast antagonism; higher % means a stronger effect | 290,000 tested, 0.052% active;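 active means inhibition of at least 50% with at least 30 cells and total cytoplasm GFP at most 10,000,000; inconclusive means under 30 cells or total GFP of 10,000,000 plus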
GPR55 beta-arrestin: GPR55 agonists via beta-arrestin recruitment, primary screen, imaging, U2OS cells, beta-arrestin-GFP redistribution (AID 1961); 290,000 tested, 0.048% active; activation, % at 10 µM; hits with a dose series show EC50 in µM; U2OS GPR55 beta-arrestin-GFP redistribution imaging; higher % means a stronger effect;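 active means activation above 40% with more than 50 cells counted in the well; inconclusive means wells holding fewer than 50 cells, flagged as toxic or sparse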;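 further: U2OS osteosarcoma cells stably expressing GPR55 and beta-arrestin-GFP; plate controls were DMSO negative control for no effect and LPI positive control for full effect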
NS5 inhibitors: flavivirus cap methylation enzyme inhibition – biochemical, confirmation dose response, primary screen (AID 588689) | inhibition, % at 25 µM, or IC50 in µM where a hit was titrated | Dengue-2 NS5 methyltransferase capping enzyme assay, biochemical; higher % means a stronger effect | 340,000 tested, 0.3% active; in the data active means a potency from the dose series; inconclusive means inhibition above about 29% without an active follow-up result
UTI89 phage lysis: protection from phage-mediated lysis, alamar blue read-out – E. coli UTI89, K1F phage, bacterial capsule biogenesis inhibitors (AID 488966); 340,000 tested, 0.02% active; E. coli UTI89 K1F phage lysis, alamar blue, 2 h; higher % means a stronger effect; inhibition, % at 100 µM; hits with a dose series show IC50 in µM;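 active means phage lysis inhibition, versus mean bacterial control, above a set limit; inconclusive means no clear call, values can overlap the other calls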;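 further: capsule biogenesis inhibitors block K1F phage lysis so surviving cells raise fluorescence; higher fluorescence means more inhibition of phage lysis; actives were called in the ten point dose series up to 300 µM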
AID2073: disruptors of CaV2.2 binding to Mint1 – biochemical, HTRF (AID 2073) | HTRF protein-protein interaction, Mint1-CaV2.2; higher % means a stronger effect | one-dose inhibition, % at 20 µM; IC50 in µM for titrated hits | 290,000 tested, 0.19% active; in the data active means inhibition mostly above about 51%, no sharp cut-off; inconclusive means no clear call, values can overlap the other calls; inactive means mostly below about 53%; further: some results filed as inactive read as strong as hits
HIV peptide binding: inhibitors of HIV fusion peptide binding, primary screen, biochemical, uHTS, fluorescence dequenching (AID 1986) | cell-free peptide binding, fluorescence dequenching, 30 min; higher % means a stronger effect | one-dose inhibition, % at 20 µM; IC50 in µM for titrated hits | 290,000 tested, 0.3% active; in the data active means inhibition mostly above about 52%, no sharp cut-off; inactive means mostly below about 76%; further: some results filed as inactive read as strong as hits
NTR1 ag cell count 20 µM: second read-out of NTR1 ag, no call of its own (marks repeat the call); cell count; measured here: cell count, cytotoxicity flag
NS5 inhibitors pilot replicate: further read-out of NS5 inhibitors, marked with its call; inhibition, %; measured here: pilot screen replicate inhibition
* hit, by the source's call; ? = inconclusive; · = not tested or not shown; [ ] = another dose, or the depositor's remark. Rows were taken by chance, and some 1.2% of all compounds hit somewhere here.

SMILES | SIAH1 antagonists | NTR1 ag | NTR1 ag cell count 20 µM | GPR55 LPI antagonism | GPR35 antagonists | GPR55 beta-arrestin | NS5 inhibitors | UTI89 phage lysis | AID2073 | HIV peptide binding | others
CCCCCc1cc(=O)oc2c(C(CCN3CCN(c4ccccc4)CC3)c3ccc4c(c3)OCO4)c(OC)cc(OC)c12 (stereo unspecified) | 8.1% | -2.5 | 82 | 7.9% | -9.3% | -0.1% | -2.0% | 1.3% | 47.3% | 0.3%
CCc1cc(/C(Cc2ccccn2)=N\Nc2ccccc2)c(O)cc1O | 0.0% | 11.1 | 53 | 11.8% | -11.7% | -0.6% | -3.8% | 0.9% | -30.5% | 4.0%
Cc1cc(C)nc(SCC(=O)c2ccc(F)c(C)c2)n1 | -0.1% | -0.3 | 47 | 8.9% | 4.8% | -0.3% | -6.6% | 0.8% | -3.4% | -1.3%
COc1cccc(NC(=O)COC(=O)COc2ccccc2[N+](=O)[O-])c1 | 15.5% | 0.6 | 46 | 9.3% | -5.4% | 0.0% | -5.9% | 1.7% | 0.0% | -2.7%
COc1ccc(C)cc1-n1c(-c2ccncc2)n[nH]c1=S | -0.9% | -0.5 | 81 | 8.8% | -2.1% | -0.2% | -7.4% | 0.3% | -4.9% | -3.1%
S=c1[nH]nc(-c2cccc(Cl)c2)n1CCN1CCCCC1 | -1.2% | 2.7 | 53 | -4.3% | 16.7% | 0.0% | 1.1% | 0.2% | -17.5% | 2.6%
NNC(=O)COc1ccc2oc3c(c2c1)CCCC3 | 13.3% | -0.6 | 50 | 2.2% | -2.6% | -0.2% | -5.3% | 0.0% | 2.7% | -0.9%
CCCc1nc(SCC(=O)N2CCc3ccccc32)c2c(C)c(C)sc2n1 | -2.6% | 0.0 | 61 | 14.5% | 2.4% | -0.2% | · | · | 7.3% | 0.7%
CS(=O)(=O)N1CCC(C(=O)N2CCN(c3ccccc3)CC2)CC1 | 3.7% | 1.0 | 45 | 9.7% | -2.2% | -0.4% | · | · | -6.7% | 2.3%
COc1ccccc1NC(=O)Cn1nnc2sc3c(c2c1=O)CC(C)(C)OC3 | 18.7% | -1.1 | 53 | 6.7% | -1.7% | 0.3% | · | · | -3.9% | 1.9%
O=c1oc(-c2cccc(Cl)c2)nc2c1cnn2-c1ccccc1 | 4.4% | 3.4 | 49 | 10.3% | -2.5% | -0.2% | -6.1% | 3.8% | 25.9% | -2.1%
N#C/C(=C\c1ccc(-c2cccc([N+](=O)[O-])c2)o1)C(=O)NCCN1CCOCC1 | -4.5% | 2.1 | 26 | -14.7% | -3.2% | 0.6% | -1.5% | -0.1% | -4.2% | -0.6%
CCC1Sc2ccc(S(=O)(=O)Nc3ccc(OC)cc3)cc2NC1=O (stereo unspecified) | -2.6% | 6.6 | 52 | -0.7% | 6.1% | -0.4% | -6.2% | -0.2% | -11.1% | -0.3%
c1ccc(-n2nnnc2NC2CCCCC2)cc1 | -4.3% | 0.1 | 48 | -7.9% | -8.2% | -0.3% | 0.0% | 1.4% | 4.2% | -0.7%
Cc1cccc([C@@H]2[C@@H]3C(=O)N(Cc4ccccc4)C(=O)[C@@H]3[C@]3(Cc4ccc(Cl)cc4)C(=O)N(c4ccccc4)C(=O)N23)c1 | 2.1% | -2.6 | 53 | -4.2% | 0.1% | -0.2% | ? | 0.2% | 15.6% | 1.4%
CCc1cc2c(=O)[nH]cnc2s1 | 3.8% | 1.2 | 56 | 5.2% | -9.0% | -0.2% | 0.0% | -0.3%[50 µM] | 10.9% | -0.1%
COc1ccc(CN(CC(=O)NCc2ccc3c(c2)OCO3)C(=O)c2csnn2)cc1 | -0.4% | -0.7 | 60 | 7.7% | 3.8% | 0.0% | -8.3% | 0.0% | 1.2% | -0.7%
Cc1cc2ncn(C(=O)N3CCCCC3)c2cc1C | -1.4% | -0.4 | 62 | 9.7% | 10.3% | -0.6% | -4.2% | 0.3% | -8.0% | 2.2%
O=C(CC1(O)C(=O)N(Cc2ccccc2)c2ccccc21)c1ccc2c(c1)OCO2 (stereo unspecified) | 2.2% | 1.0 | 85 | 4.7% | 10.7% | 0.2% | -7.0% | 0.7% | -7.0% | -1.8%
CCCCNC(=O)NNC(=O)COc1cc(C)cc(C)c1 | -1.3% | 0.7 | 55 | -7.6% | -7.7% | 0.3% | -5.5% | 1.6%[50 µM] | 5.1% | -1.5%
CNC(=O)c1ncoc1-c1ccc(Cl)cc1 | -2.7% | -0.2 | 50 | 12.3% | -5.8% | 0.6% | 1.6% | 0.0% | -1.1% | 0.2%
C/C(=N\NS(=O)(=O)c1ccccc1)c1ccc2c(c1)OCCO2 | 0.1% | -1.9 | 46 | 10.3% | 7.7% | -0.3% | -5.8% | 4.3% | 3.6% | -0.5%
Cc1cc(C)nc(N(C#N)Cc2ccc(Cl)cc2)n1 | 4.7% | -0.3 | 61 | 0.9% | 6.9% | -0.1% | -2.3% | 0.5% | -5.9% | -1.7%
Cc1nc2c(ccc3c([N+](=O)[O-])cccc32)c(C)c1C | 4.8% | 2.2 | 41 | 6.6% | -12.3% | -0.2% | -3.1% | -0.2% | -21.3% | 1.0%
COc1ccccc1C(C(=O)NCc1ccc(F)cc1)N(C(=O)c1csnn1)C1CC1 (stereo unspecified) | 1.1% | -0.3 | 70 | 3.0% | 8.6% | -0.1% | -8.9% | 0.2% | 4.5% | -0.1%
CCOc1ccc(S(=O)(=O)Nc2ccccc2SC)c2cccnc12 | 1.4% | -1.3 | 60 | -0.2% | -0.5% | 0.0% | -3.2% | 6.9% | 35.0% | 0.7%
Cc1cc(C)cc(C(=O)Nc2cccc(NC(=O)c3ccco3)c2)c1 | 5.4% | 0.3 | 67 | 7.0% | -9.6% | -0.1% | -3.2% | 0.3% | 6.8% | 1.4%
COC(=O)c1ccc(-n2c(CCC(=O)O)ccc2-c2ccc(C)cc2)cc1 | 1.1% | 0.4 | 91 | 3.7% | -0.4% | -0.1% | 1.3% | 0.2% | 9.6% | 2.7%
Cc1sc2ncnc(N3CCCCC3)c2c1C | 5.5% | 2.3 | 61 | -2.5% | -9.4% | 0.1% | -12.8% | 0.6% | 0.4% | -1.0%
Cc1nc2ccccc2n1CC(=O)NCc1ccccc1 | 3.8% | 1.6 | 68 | 14.3% | -10.0% | -0.1% | -4.8% | 7.4% | 1.9% | 1.5%
N#C/C(=C\Nc1ccccc1SC(F)(F)F)c1nc(-c2ccccc2)cs1 | 1.2% | 14.0 | 67 | 8.3% | -14.8% | -0.1% | -7.3% | -0.2% | 4.1% | 6.6%
O=C(Nc1ccccc1)NC1(C(=O)NCc2ccco2)CCCCC1 | -0.5% | -2.0 | 92 | 4.1% | -4.7% | -0.2% | 1.4% | 0.9% | -7.4% | -0.7%
O=C(NC1CCC(O)CC1)c1cc(-c2ccco2)nc2ccccc12 (stereo unspecified) | 18.6% | 0.9 | 33 | -0.3% | 10.3% | 2.0% | 2.3% | -0.1% | 51.2%* | 18.3%
Cc1cccc(-c2nnc(SCc3ccccc3)o2)c1 | 0.2% | 2.2 | 79 | 17.9% | 13.0% | -0.1% | -8.6% | -0.3% | 8.4% | -0.8%
CCCc1cc(C(=O)Cc2ccccn2)c(O)cc1O | 3.2% | 0.4 | 50 | -4.2% | 5.9% | -0.1% | -6.1% | -0.6%[50 µM] | -1.7% | -1.8%
Cc1ccc(CS(=O)(=O)CCC(=O)NCCC2=CCCCC2)cc1 | 6.5% | -0.6 | 34 | 9.0% | -5.7% | -0.3% | -3.0% | 3.3% | 8.7% | 2.3%
O=C1Nc2ccc([N+](=O)[O-])cc2C1(O)N1CCCCCC1 (stereo unspecified) | 0.3% | 1.7 | 60 | 14.0% | 0.2% | -0.1% | 2.8% | 0.8%[50 µM] | 40.2% | 0.8%
NC(=O)c1ccc[n+](CC(=O)NCc2ccc(Cl)cc2)c1 | 4.6% | 0.5 | 79 | -29.0% | 23.0% | -0.1% | -9.1% | -0.3% | 5.6% | 0.4%
CCSc1ncc(Cl)c(C(=O)Nc2ccc(S(=O)(=O)Nc3ncccn3)cc2)n1 | 1.8% | -0.1 | 51 | 6.8% | 3.9% | 0.2% | -4.4% | 0.0% | 2.3% | -0.1%
Clc1ccc(C2=CSC3=Nc4cccc5cccc(c45)N23)cc1 | 47.9% | 2.8 | 65 | -18.8% | -5.5% | 0.0% | 26.1% | -0.1% | 40.6% | 31.6% | NS5 inhibitors pilot replicate=12.7
O=C1N[C@@H](Cc2ccccc2)C(=O)N1CCN1CCOCC1 | -0.1% | 0.3 | 59 | -6.7% | -1.2% | -0.1% | 0.0% | 0.9% | -3.5% | 2.4%
CC(=O)Nc1ccc(S(=O)(=O)Nc2c(C)n(C)n(-c3ccccc3)c2=O)cc1 | 1.8% | 0.0 | 77 | -20.8% | 6.2% | 0.0% | -5.6% | 4.6% | -1.5% | -1.8%
C=CCn1c(SCC(=O)c2cc(C)n(Cc3cccs3)c2C)nnc1-c1ccncc1 | 1.3% | -2.5 | 95 | -9.0% | -3.4% | 0.3% | -6.1% | 0.3% | 31.8% | 12.9%
CCC12CC3CC(C1)CC(C(=O)NNC(N)=O)(C3)C2 | 2.3% | 0.0 | 47 | 3.2% | -3.3% | 0.2% | 2.3% | -0.7% | 6.5% | -0.7%
CCC(C)(c1ccc(C=O)s1)c1ccc(C=O)s1 | 2.7% | 5.7 | 33 | 24.9% | 18.3% | 0.0% | 2.0% | 1.7% | -10.8% | -0.6%
CCc1n[nH]c(=S)n1/N=C/c1cccc2ccccc12 | 1.1% | 1.9 | 81 | -5.1% | -6.8% | 0.2% | -6.5% | 0.7% | -36.0% | 0.3% | NS5 inhibitors pilot replicate=-7.9
COc1ccc(S(=O)CC(=O)Nc2ccccc2Cl)cc1 (stereo unspecified) | -3.9% | 0.7 | 44 | 10.2% | -1.3% | -0.1% | 5.2% | 0.2% | 8.8% | 0.6%
O=C(NCc1ccco1)c1cc(-c2ccco2)on1 | 2.5% | 1.4 | 79 | 9.9% | -3.6% | -0.1% | -7.6% | 1.9% | -3.5% | -1.6%
CCOc1cc(/C=N/NC(=O)CCc2n[nH]c(=O)[nH]c2=O)ccc1O | 3.1% | -0.8 | 90 | 2.6% | -15.5% | 0.2% | -1.8% | 0.2% | -6.7% | -0.1%
